# Yeast eIF2B: eIF2B (yeast) activity modulation; inhibition, % at 25 µM (by protocol); actives 0.91% (n = 27,000); AID 688; S. cerevisiae eIF2B-epsilon R284H, GCN4-lacZ luminescence;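 active = mutant luminescence inhibited past about 50% while wild type luminescence and mutant growth stay under set limits, limit read from the data; inconclusive = mutant versus wild type luminescence inhibition gap past a set limit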; note: some compounds called inactive have numbers as strong as hits
#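 material = yeast eIF2B-epsilon R284H mutant carrying GCN4–beta-galactosidase fusion | schedule = 16 h growth with compound at 30 °C, 90 min Beta-Glo step | measured by = luminescence and A595 | compound dosing = one concentration, 25 µM, 0.25% DMSO | read-out basis = % inhibition of reporter signal and growth versus controls | buffer or medium = YPD medium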
# Yeast growth tox: Inhibitors of S. cerevisiae growth, toxicity; growth inhibition, % at 25 µM (by protocol); AID 685; S. cerevisiae wild-type growth, A595 turbidity, 16 h; actives 0.3% (n = 30,000);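 active = mutant and wild-type yeast strains alike exhibit over 30% growth inhibition; inconclusive = a strain exceeds 50% while the second remains under 30%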;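 note: 0% = untreated cell controls and 100% = YPD media blanks without cells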
#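 system = S. cerevisiae wild-type or eIF2Bepsilon-R284H mutant strain | buffer or medium = YPD medium | dosing = one dose, 25 µM compound, 0.2% DMSO | schedule = 16 h at 30 °C | measured by = A595 turbidity | evaluation = growth inhibition (%) versus cell controls and blanks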
# Yeast growth tox inhibition %: recorded beside Yeast growth tox, whose call it bears; growth inhibition, %; S. cerevisiae eIF2Bepsilon-R284H mutant growth, A595 turbidity, 16 h;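 each compound tested once at 25 µM; 0% equals untreated cells and 100% equals cell-free medium blanks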
# Yeast eIF2B mutant toxicity: second read-out of Yeast eIF2B, no call of its own (marks repeat the call); growth inhibition, %; measured here: mutant yeast growth, toxicity;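 each compound tested once at 25 µM; zero equals untreated control growth and 100 equals blank medium absorbance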
# * hit, by the source's call; ? = inconclusive; · = no result given. The list is partial; count on the stated rates, not on these rows.
SMILES,Yeast eIF2B,Yeast eIF2B mutant toxicity,Yeast growth tox,Yeast growth tox inhibition %
CCCS(=O)(=O)c1c(S(=O)(=O)CCC)c2c3ccccc3ccn2c1C(=O)OC,-9,-37,20,-37
CCOC(Cn1c(-c2ccc(OC)cc2)nc2ccccc21)OCC,17,23,26,23
CCCCC[n+]1ccn(C2=C([O-])c3ccccc3C(=O)/C2=N\S(=O)(=O)c2ccccc2)c1,-60,-5,1,-5
N#Cc1ccc(COC(=O)c2ccc3c(=O)[nH]c(CN4CCOCC4)nc3c2)cc1,14,7,3,7
CC(=O)NCC(=O)OCC(=O)c1ccc2ccccc2c1,·,·,20,24
O=C(COC(=O)c1ccncc1)Nc1cc(Cl)ccc1Cl,·,·,-15,-9
C=CCn1c(SCc2nc3ccccc3c(=O)[nH]2)nnc1-c1cc2cc(Cl)ccc2o1,-19,·,·,·
N#CC1=C(N)c2ccccc2CC12CCCCC2,·,·,23,5
Cn1nc(C(F)(F)F)c2cc(NC(=O)OCc3ccc(C(C)(C)C)cc3)sc21,3,18,9,18
Cc1csc2nc(=O)c3ccccc3n12,13,4,-1,4
CCN1CCCC1Cn1cnc2c([nH]c3cc(OC)ccc32)c1=O (centres undefined),·,·,10,9
CC(CCc1ccccc1)NC(=O)c1ccc(Cl)nc1 (centres undefined),7,-14,-4,-14
CCn1c(-c2ccccc2)c[nH]c1=S,5,-14,-25,-14
COc1cccc(/C=N/n2cnc3ccccc32)c1OC,11,23,31,23
Cc1ccc(NC(=O)C2C3CC4OC(=O)C2C4C3)cc1Cl (centres undefined),21,4,2,4
Nc1ccc(C(=O)OCc2nc3c(ccc4ccccc43)[nH]2)cc1,27,·,·,·
Cc1ccc(NC(=O)OCC(F)(F)C(F)F)cc1NC(=O)OCC(F)(F)C(F)F,11,-45,-4,-45
O=C(/C=C/Sc1ccccc1)c1ccccc1,8,11,14,11
O=[N+]([O-])c1cccnc1N1CCC(c2cc(-c3ccc(Cl)cc3Cl)n[nH]2)CC1,14,·,0,0
O=C(Nc1ccccn1)c1cccnc1,22,23,8,23
CCN(CC(=O)Nc1c(C(=O)OC)[nH]c2ccc(Cl)cc12)c1ccc2c(c1)OCO2,12,-26,10,-26
NC(=O)CSc1nnc(-c2ccc(S(=O)(=O)N3CCCCC3)cc2)n1-c1ccccc1,28,9,26,9
Cc1cccc(N(C(=O)Cn2nnc3ccccc32)C(C(=O)NCc2ccco2)c2ccncc2)c1 (centres undefined),20,-14,13,-14
COCCn1c(=S)[nH]c2ccc(N(C)C)cc2c1=O,0,-16,-18,-16
C=CCOc1ccc(C(=O)NC2CCCCC2)cc1,23,8,15,8
# (listing goes on)
SMILES,Yeast eIF2B,Yeast eIF2B mutant toxicity,Yeast growth tox,Yeast growth tox inhibition %
CN(C/C(O)=C(\C#N)c1ccccc1)C1CCCCC1,28,16,6,16
CCOc1ccccc1OCCn1nnc2ccccc21,6,14,37,14
CNc1oc(Cc2ccccc2)nc1S(=O)(=O)c1ccc(Cl)cc1,19,3,-7,3
CC(OC(=O)c1ccncc1)C(=O)Nc1cccc(Cl)c1 (centres undefined),18,·,·,·
CCOc1ccc(OCC)c(NC(=O)CN2CCN(CC)CC2)c1,23,-8,21,-8
CCNc1cc2oc(=O)c(CN3CCOCC3)c(C)c2cc1C,2,-2,-2,-2
CNC(=O)CSCc1c(Cl)cccc1Cl,-22,·,17,0
CCOC(=O)C1=C(C)N(C)C(=O)NC1c1c(C)nn(-c2ccc(C)cc2)c1Cl (centres undefined),16,12,8,12
O=C(NC1CCCCCC1)C1c2ccccc2C(=O)N1C1CC1 (centres undefined),-12,7,-3,7
Cc1ccc(-c2noc(CSc3nnc(CCc4ccccc4)n3-c3ccccc3)n2)cc1,·,·,-14,10
Cc1ccc(OCC(=O)Nc2ccc(N(C)C)cc2)cc1,16,·,12,0
CN1CCN(C(=O)CC23CC4CC(CC(C4)C2)C3)CC1,8,16,-12,16
CCCOC(=O)CSC1=C(C#N)C(c2ccccc2OCC)C(C#N)C(=O)N1 (centres undefined),12,-12,3,-12
COC(=O)C(C(C)=O)C1=C/C(=N\S(=O)(=O)c2ccc(C)cc2)c2ccccc2C1=O (centres undefined),·,·,15,3
CCCN1C(=O)c2ccc(C(=O)Nc3nccs3)cc2C1=O,-6,17,-15,17
COc1ccc(-c2nnc(SCC(=O)NCc3cccs3)n2C(C)C)cc1,·,·,6,6
O=C(Nc1ccccc1)c1ccc(-c2ccc(Br)cc2)o1,·,·,11,6
O=C(CSc1nc2nc[nH]c2c(=O)[nH]1)NC1CCCCC1,-8,4,10,4
O=C(OCc1ccccc1)C1CCCN1C(=O)c1cccs1 (centres undefined),29,8,15,8
COc1cccc(N=C2SC(C(=O)Nc3ccccc3F)CC(=O)N2C)c1 (centres undefined),·,·,23,-11
Cc1ccc(S(=O)(=O)N2CCCC(C(=O)NCc3ccco3)C2)cc1Cl (centres undefined),17,-17,4,-17
Nn1c(COc2cccc(Br)c2)nnc1SCC(=O)N1CCc2ccccc2C1,50*,·,1,-4
CCCCN1CC(C(=O)NCc2ccc(C)cc2)CC1=O (centres undefined),10,6,12,6
CSCC[C@H](NC(=O)OC(C)(C)C)c1nnc(SCC(=O)N(C)C)o1,20,16,13,16
COc1ccc(CC(NC(C)=O)C(=O)NC2CCN(c3nnnn3-c3ccccc3)CC2)cc1 (centres undefined),25,-17,3,-17

# The last 5 compounds of the section above are carried over, then new ones follow:
SMILES,Yeast eIF2B,Yeast eIF2B mutant toxicity,Yeast growth tox,Yeast growth tox inhibition %
Cc1ccc(S(=O)(=O)N2CCCC(C(=O)NCc3ccco3)C2)cc1Cl (centres undefined),17,-17,4,-17
Nn1c(COc2cccc(Br)c2)nnc1SCC(=O)N1CCc2ccccc2C1,50*,·,1,-4
CCCCN1CC(C(=O)NCc2ccc(C)cc2)CC1=O (centres undefined),10,6,12,6
CSCC[C@H](NC(=O)OC(C)(C)C)c1nnc(SCC(=O)N(C)C)o1,20,16,13,16
COc1ccc(CC(NC(C)=O)C(=O)NC2CCN(c3nnnn3-c3ccccc3)CC2)cc1 (centres undefined),25,-17,3,-17
COCC(=O)N(CCc1ccc(OC)cc1)Cc1nc2ccccc2c(=O)[nH]1,17,·,-1,0
CC(=O)C1=C(c2ccccc2)NC(=O)NC1c1ccccc1OCC(=O)Nc1ccccc1 (centres undefined),42,-3,17,-3
COCCNC(=O)c1c(N)n(-c2cccc(C)c2)c2nc3ccccc3nc12,3,-13,-14,-13
CCCCC(=O)NCCc1ccc(S(N)(=O)=O)cc1,·,·,1,0
O=C(NC1CCCCC1)c1ccccc1NC(=O)C1CC1,·,·,0,-6
CCN(Cc1ccccc1)S(=O)(=O)c1ccc2oc(C(=O)O)c(C)c2c1,32,-10,5,-10
Cc1cc(NC(=O)COc2ccccc2)n(-c2ccccc2)n1,-23,·,9,0
CC1CCC(NC(=O)Nc2cccs2)CC1 (centres undefined),19,22,15,22
COc1ccc(NC(=O)C(C)N(c2ccc(C)cc2)S(C)(=O)=O)c(OC)c1 (centres undefined),-3,12,-3,12
Cc1c(NC(=O)c2ccccc2NS(=O)(=O)c2ccc(F)cc2)c(=O)n(-c2ccccc2)n1C,-11,4,1,4
CC(C)CC(=O)Nc1ccc2oc(-c3cccnc3)nc2c1,19,16,9,16
COc1ccc(CNCCNC(=O)c2ccco2)c(OC)c1OC,27,·,13,0
Cc1cc(C(=O)CN2C(=O)c3ccccc3C2=O)c(C)n1C1CC1,23,·,-3,0
CCCCCN=C(C)c1c(O)c2ccccc2oc1=O,-3,7,11,7
COc1ccc(NC(=O)CSc2nc3ncccc3[nH]2)cc1OC,28,-10,-7,-10
Cc1ccc(OC(=S)Nc2ccc(F)cc2)cc1,-8,15,-17,15
CSC1=C(C#N)C(c2cccs2)CC(=O)N1C (centres undefined),12,-7,-13,-7
COc1cccc(CNCCSc2nnnn2C)c1OC,1,·,20,0
CCCCC(=O)Nc1ccc2c(c1)nc1n2CCOC1,18,15,18,15
CCn1c(CNc2ccccc2Cl)nnc1SCCN1CCCCC1,-10,·,·,·
Cc1ccc(S(=O)(=O)N2CCN(c3ncnc4c3cnn4-c3ccccc3)CC2)cc1,29,-36,-35,-36
Cc1cccc(-n2nnc(C(=O)NCc3ccco3)c2N)c1,23,-7,13,-7
COc1ccc2cc(C(c3nnnn3CCc3ccccc3)N3CCC(O)CC3)c(=O)[nH]c2c1 (centres undefined),·,·,-1,-20
O=C(CSc1nnnn1-c1cccc2c1CCCC2)N1CCOCC1,·,·,5,7
O=c1c2ccccc2oc2nc3n(c(=O)c12)CCCS3,25,4,19,4

# Among those listed so far, these contain two or more sulfur atoms.
SMILES,Yeast eIF2B,Yeast eIF2B mutant toxicity,Yeast growth tox,Yeast growth tox inhibition %
CCCS(=O)(=O)c1c(S(=O)(=O)CCC)c2c3ccccc3ccn2c1C(=O)OC,-9,-37,20,-37
NC(=O)CSc1nnc(-c2ccc(S(=O)(=O)N3CCCCC3)cc2)n1-c1ccccc1,28,9,26,9
COc1ccc(-c2nnc(SCC(=O)NCc3cccs3)n2C(C)C)cc1,·,·,6,6
CSCC[C@H](NC(=O)OC(C)(C)C)c1nnc(SCC(=O)N(C)C)o1,20,16,13,16
CSC1=C(C#N)C(c2cccs2)CC(=O)N1C (centres undefined),12,-7,-13,-7

# (continued)
SMILES,Yeast eIF2B,Yeast eIF2B mutant toxicity,Yeast growth tox,Yeast growth tox inhibition %
CCn1c(-c2ccc(Cl)cc2)n[nH]c1=S,29,22,15,22
O=C(c1cc2ccccn2n1)N1CCN(c2cccc(C(F)(F)F)c2)CC1,13,-33,-7,-33
CCOc1ccc(NC(=O)CN2CCN(CC(=O)Nc3ccc(C(=O)OC)cc3)CC2)cc1,20,55,?,·
Cc1ccccc1-c1nc2ccccc2[nH]1,-41,·,·,·
O=C(Cn1c(=O)n(Cc2ccco2)c(=O)c2c3c(sc21)CCCCC3)c1ccccc1,28,-28,6,-28
CC(C)Cc1nc2oc3c(NCCCN4CCOCC4)ncnc3c2c2c1CCC2,15,·,25,0
Cc1ccccc1OCC(=O)N(Cc1cccs1)C1CCS(=O)(=O)C1 (centres undefined),10,18,-7,18
CC(=O)N(Cc1cc(=O)[nH]c2ccccc12)c1ccc(C)cc1,21,·,3,0
CC(=O)c1c(C)[nH]c(C(=O)N2CCc3ccccc3C2)c1C,27,14,19,14
Cc1cc(NC(=O)c2cccc(S(=O)(=O)N3CCCCCC3)c2)no1,25,-18,-5,-18
CC(=O)NC1(NC(C)=O)CCN(C)C(c2ccccc2)C1C (centres undefined),29,-10,11,-10
CC/C(=C\C(=O)c1ccncc1)Nc1ccc(Br)cc1,29,19,23,19
CCN1CCN(S(=O)(=O)c2cc(OC)c(Cl)cc2OC)CC1,·,·,14,15
Cc1ccc(C)c(N2CCN(C(=O)Cn3c(=O)[nH]c4ccsc4c3=O)CC2)c1,·,·,47,14
O=C(NCc1cccnc1)c1ccc(COc2ccc3c(c2)CCC3)o1,-11,-10,-19,-10
COc1ccc(-n2c(SCC(=O)N3CCCC(C)C3)nnc2-c2cccnc2)cc1 (centres undefined),15,26,4,26
COC(=O)C(C)N1C(=O)S/C(=C\c2cc(C)n(-c3ccccn3)c2C)C1=O (centres undefined),24,-5,-11,-5
O=C(CCN1C(=O)c2ccccc2C1=O)N1CCCCCC1,22,·,-14,0
CCCN(CCC)C(=O)CSc1nc2ccccc2c(=O)n1C1CCCC1,5,-4,10,-4
CCc1ccc(NC(=O)CC2C(=O)Nc3c2c(=O)n(C)c(=O)n3C)cc1 (centres undefined),·,·,31,13
CCOC(=O)C1=C(CN2c3ccccc3CC2C)NC(=O)NC1c1ccccc1 (centres undefined),19,-5,48,-5
COC(=O)c1ccc(-n2c(C)cc(/C=N/n3cnnc3)c2C)cc1,-9,-11,-24,-11
CCCCCCn1c(N2CCC(C(N)=O)CC2)nc2c1c(=O)n(C)c(=O)n2C,-6,10,3,10
COC(=O)c1ccc(NC(=O)CSCc2ccccc2)cc1,15,24,18,24
O=C(Nc1ccc(Cl)c(Cl)c1)N1CCSCC1,31,9,19,9
# (continued)
SMILES,Yeast eIF2B,Yeast eIF2B mutant toxicity,Yeast growth tox,Yeast growth tox inhibition %
CC1CC2=C(CC1/C=N/NC(N)=S)C(C)(C)CCC2 (centres undefined),16,42,30*,42*
Cc1ccc(S(=O)(=O)Nc2ccc3nc(-c4cccn4C)[nH]c3c2)cc1,12,5,6,5
CSc1nnc(Cc2sc(-c3ccccc3)nc2-c2ccccc2)o1,10,3,15,3
Cc1cc(C)c(S(=O)(=O)N2CCN=C2c2ccccc2)cc1C,21,10,-9,10
COC(=O)c1cccc(NC(=O)c2cc3sccc3n2C)c1,-2,7,19,7
CCc1ccccc1N(CC)C(=O)CCc1nc(-c2ccc(C)cc2)no1,21,2,-13,2
CCCn1c(SCC(=O)Nc2ccccc2N2CCCCC2)nc2c1c(=O)n(C)c(=O)n2C,19,-5,-7,-5
Nc1c(S(=O)(=O)c2cccs2)c2nc3ccccc3nc2n1Cc1ccccc1,·,·,-1,-3
O=C(O)CNC(=O)c1ccc(OC(F)F)cc1,-5,3,-8,3
Cn1c(-c2ccccc2)cnc1SCC(=O)NCc1ccco1,17,-27,-11,-27

# High-throughput results from PubChem BioAssay.
